SUMO1 PPI mod – modulators of SUMO1 protein-protein interactions, primary screen, biochemical, uHTS. inhibition, % at 20 µM. Small ubiquitin-related modifier 1 (Homo sapiens), P63165. actives 0.33% (n = 360,000). SUMO1 binding to a labelled peptide, TR-FRET, 1 h; in the data active means inhibition above about 37%
Target sequence (P63165 whole entry, looked up): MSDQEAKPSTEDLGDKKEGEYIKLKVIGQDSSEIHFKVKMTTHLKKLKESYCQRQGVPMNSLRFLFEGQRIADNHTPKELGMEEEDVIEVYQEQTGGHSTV
DNMT1 inh – human DNMT1 methyltransferase inhibitors, primary screen, biochemical, molecular beacon, fluorescence, HinP1I cleavage, uHTS; actives 0.83% (n = 360,000); inhibition (reported as % activation of signal), % at 10 µM; in the data active means inhibition above about 50%
Scp-1 inhibitor – Scp-1 phosphatase inhibitors, primary screen, biochemical, colorimetric, uHTS; Carboxy-terminal domain RNA polymerase II polypeptide A small phosphatase 1 (Homo …; actives 0.88% (n = 340,000); AID 493091, 2011; Recombinant Scp1, phosphopeptide, malachite green phosphate absorbance; inhibition, % at 20 µM;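 active means inhibition above about 50% at 20 µM, limit read from the data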;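 further: plate controls were DMSO wells with enzyme for no effect and wells lacking enzyme for full effect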
Target sequence (Q9GZU7 76-261 limits assumed): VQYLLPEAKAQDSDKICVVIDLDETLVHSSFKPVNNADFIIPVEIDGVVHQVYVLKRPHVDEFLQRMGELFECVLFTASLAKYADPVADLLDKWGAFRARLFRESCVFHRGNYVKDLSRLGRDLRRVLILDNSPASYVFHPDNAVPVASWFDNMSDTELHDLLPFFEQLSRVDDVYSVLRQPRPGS
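Material – SCP-1 phosphatase catalytic domain, residues 76-261 · Buffer or medium – Acidic Tris acetate buffer with magnesium and detergent · Also added – Phospho 17-mer peptide substrate · Compound – single 20 µM dose, 1% DMSO · Times – 45 min room-temperature reaction, 5 min colour, 30 min stabiliser · Technique – Phosphate-binding colour reagent, absorbance read at 630 nm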
Rpn11 inh – Rpn11 (PSMD14) deubiquitinase inhibitors, primary screen, biochemical, fluorescence polarization, uHTS. human 26S proteasome, Ub4-pepOG fluorescence polarization; 20S core pre-blocked with epoxomicin. 26S proteasome non-ATPase regulatory subunit 14 (Homo sapiens), O00487. calls only at 20 µM. actives 0.59% (n = 360,000);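 active means inhibition at 20 µM, scaled to each plate's controls, above about 33%, limit read from the data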
LMPTP inh – LMPTP phosphatase inhibitors, primary screen, biochemical, fluorescence intensity, uHTS. AID 651560, 2012. Low molecular weight phosphotyrosine protein phosphatase (Homo sapiens), P24666. inhibition, % at 20 µM. recombinant LMPTP-A, OMFP fluorogenic substrate. actives 0.22% (n = 360,000);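 active means compounds that cut the enzyme signal by at least half of the control window in the single-dose screen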;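 further: plate controls were DMSO wells with enzyme plus substrate for no effect and substrate without enzyme for full effect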
Target sequence (P24666 whole entry, looked up): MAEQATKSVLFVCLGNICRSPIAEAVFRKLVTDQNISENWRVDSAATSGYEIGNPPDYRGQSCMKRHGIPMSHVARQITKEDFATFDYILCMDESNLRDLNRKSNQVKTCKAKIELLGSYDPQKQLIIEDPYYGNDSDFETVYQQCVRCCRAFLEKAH
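Assay system: LMPTP-A enzyme. Input: 0.625 nM LMPTP-A final. Probe or stimulus: 400 µM OMFP. Compound dosing: single 20 µM dose. Schedule: 50 min dark incubation at room temperature. Detection: fluorescence intensity of OMFP turnover product. Read-out: percent inhibition versus substrate-only and uninhibited controls. Benchmarks: no-enzyme low control, uninhibited high control.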
CSN deneddyl inh – inhibitors of CSN-mediated cullin deneddylation, primary screen, biochemical, fluorescence polarization, uHTS; actives 0.38% (n = 360,000); AID 651999, 2013; inhibition, % at 12.5 µM; Purified CSN, SCF-Nedd8-OG deneddylation;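 active means pattern-corrected inhibition above about 35%, with an unprinted fluorescence ratio check between 0.5 and 1.5, limit read from the data, passing the limit was not always enough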;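 further: 0% = enzyme with substrate and 100% = substrate without enzyme; some results filed as inactive read as strong as hits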
Target sequence (Q92905 whole entry, looked up, one chain of several): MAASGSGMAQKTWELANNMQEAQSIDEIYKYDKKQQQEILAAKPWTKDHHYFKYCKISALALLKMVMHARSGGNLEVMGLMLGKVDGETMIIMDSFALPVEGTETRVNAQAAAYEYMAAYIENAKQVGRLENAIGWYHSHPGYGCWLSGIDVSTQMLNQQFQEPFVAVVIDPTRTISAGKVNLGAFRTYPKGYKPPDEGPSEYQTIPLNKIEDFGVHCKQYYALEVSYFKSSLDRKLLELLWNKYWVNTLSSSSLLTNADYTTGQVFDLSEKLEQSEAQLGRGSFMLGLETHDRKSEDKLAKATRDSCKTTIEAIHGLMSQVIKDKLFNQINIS
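Assay system: HEK293T-derived human Csn5 enzyme; quantity: 0.24 nM enzyme; medium: Tris/NaCl/DTT buffer, pH 7.5; also added: substrate SCFSkp2-Nedd8OG, 10 nM; doses: 12.5 µM compound; schedule: 90 min reaction at room temperature; signal: FP; read-out: % inhibition of substrate cleavage by Csn5; benchmarks: substrate-only high control, full reaction low control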
NadD inh – inhibitors of S. aureus NadD, primary screen, biochemical, colorimetric, uHTS | Nicotinate-nucleotide adenylyltransferase NadD (Staphylococcus aureus N315) | purified NadD enzyme, colorimetric absorbance read-out | inhibition, % at 20 µM | actives 0.78% (n = 360,000) | AID 602399, 2012; in the data active means inhibition above about 26%; further: some compounds past the cut are filed as inactive
Tb MetRS inh – T. brucei MetRS inhibitors, primary screen, biochemical, luminescence | methionyl-tRNA synthetase (Trypanosoma brucei brucei) | purified T. brucei MetRS, ATP depletion, Kinase-Glo luminescence | inhibition, % at 11.9 µM | actives 0.4% (n = 360,000) | AID 624268, 2012;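 active means inhibition above a per-plate cutoff of the control wells' mean inhibition plus 3 SD, cut at about 5.5% in these data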;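 further: 0% = DMSO wells median and 100% = median of wells with control inhibitor compound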
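Dosing: 11.9 µM single point; system: parasite MetRS enzyme; technique: luminescence of leftover ATP; times: 15 min enzyme-compound preincubation, 2 h reaction, 10 min detection, 25 °C; replicates: each compound tested once; read-out basis: percent inhibition relative to median high and low control wells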
STEP inh – STEP phosphatase inhibitors, primary screen, biochemical, fluorescence intensity, uHTS | Tyrosine-protein phosphatase non-receptor type 5 (Homo sapiens), P54829 | recombinant STEP, OMFP fluorogenic substrate | inhibition, % at 20 µM | actives 0.25% (n = 360,000) | AID 588621, 2011;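 active means inhibition at 20 µM, scaled per plate between control wells, above about 37%, limit read from the data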;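 further: 0% = DMSO with enzyme and substrate and 100% = substrate only without enzyme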
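material = STEP tyrosine phosphatase | reagent = fluorogenic phosphatase substrate OMFP at 25 µM final | doses = single compound dose of 20 µM, 1% DMSO final | schedule = 20 min reaction, room temperature, in the dark | measured by = fluorescence, 480/540 nm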
PABP1 MLLE inh – inhibitors of PABP1 MLLE–PAM2 peptide binding, primary screen, biochemical, fluorescence polarization, FITC-PAM2, GST-MLLE; inhibition, % at 20 µM; actives 0.36% (n = 360,000); Polyadenylate-binding protein 1 (Homo sapiens), P11940; AID 588489, 2011; in the data active means inhibition above about 35%, passing the limit was not always enough;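 further: plate controls were DMSO wells with GST-MLLE for no effect and wells lacking GST-MLLE protein for full effect; some results filed as inactive read as strong as hits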
* = called active by the depositor; i = inactive; · = no result given.

item	SUMO1 PPI mod	DNMT1 inh	Scp-1 inhibitor	Rpn11 inh	LMPTP inh	CSN deneddyl inh	NadD inh	Tb MetRS inh	STEP inh	PABP1 MLLE inh	compound
1	-3	3	-5	i	-1.5	-1	-6	0.5	-2	-3	CCOc1c(Br)cc(CNC2CCCCCCC2)cc1OC
2	-1	-2	-5	i	0.1	4	0	-0.1	2	7	CCCCN(C(=O)C1CCCO1)c1c(N)n(CCC)c(=O)[nH]c1=O (stereo not drawn)
3	1	-3	33	i	20	7	5	0.2	18	16	O=C(Cn1nnc(-c2ccc([N+](=O)[O-])cc2)n1)NNC(=O)c1ccccc1
4	4	7	7	i	4.9	-6	6	0.0	7	-3	O=C(O)c1cc2n(n1)CCN(Cc1ccccc1Cl)C2=O
5	1	-18	17	i	-0.3	1	-9	-0.1	1	15	COc1cc(NC(=O)c2cc3c(Cl)nc4ccccc4c3s2)cc(OC)c1OC
6	0	1	1	i	-1.7	-4	0	0.6	-1	5	Cc1cccc(C(=O)C2CCOC(C)(C)C2)c1 (stereo not drawn)
7	1	-4	-9	i	-1.8	3	-1	-0.7	0	-14	CCOC(=O)N1CCN(S(=O)(=O)c2cc(Cl)c(OC)cc2Cl)CC1
8	-16	2	17	i	-1.7	7	1	-0.1	3	0	O=C(Nc1nnc(C2CCCCC2)s1)c1ccc(Br)s1
9	-4	-4	-6	i	3.4	1	8	-0.1	1	-3	CCCCCCCCCCCC(=O)NC(C(=O)OCC)C(O)c1cccc([N+](=O)[O-])c1 (stereo not drawn)
10	3	5	0	i	0.9	1	-7	-0.1	0	24	O=C(NCCOc1ccccc1Cl)C(=O)NCCOc1ccccc1Cl

Next part, starting with the last four of the part before.
item	SUMO1 PPI mod	DNMT1 inh	Scp-1 inhibitor	Rpn11 inh	LMPTP inh	CSN deneddyl inh	NadD inh	Tb MetRS inh	STEP inh	PABP1 MLLE inh	compound
7	1	-4	-9	i	-1.8	3	-1	-0.7	0	-14	CCOC(=O)N1CCN(S(=O)(=O)c2cc(Cl)c(OC)cc2Cl)CC1
8	-16	2	17	i	-1.7	7	1	-0.1	3	0	O=C(Nc1nnc(C2CCCCC2)s1)c1ccc(Br)s1
9	-4	-4	-6	i	3.4	1	8	-0.1	1	-3	CCCCCCCCCCCC(=O)NC(C(=O)OCC)C(O)c1cccc([N+](=O)[O-])c1 (stereo not drawn)
10	3	5	0	i	0.9	1	-7	-0.1	0	24	O=C(NCCOc1ccccc1Cl)C(=O)NCCOc1ccccc1Cl
11	-3	-3	-2	i	-0.8	-1	5	0.0	-2	7	O=C(N1CCOCC1)n1nnc2ccccc21
12	0	1	-7	i	-3.2	-1	-1	-1.4	-6	-1	COc1cc(N2C(=O)NC3CC2(C)Oc2ccccc23)cc(OC)c1OC (stereo not drawn)
13	16	-15	-5	i	-0.9	3	0	0.2	2	2	CCS(=O)(=O)N1Cc2ccccc2CC1C(=O)Nc1nccs1 (stereo not drawn)
14	59*	·	·	·	8.5	-2	0	-0.1	·	·	CCOc1cc(OCC)cc(C(=O)N2CCC[C@H]2C(=O)N2CCC[C@H]2C(=O)N(C)Cc2ccccc2)c1
15	-4	-9	·	i	-0.3	-1	-5	-0.1	0	7	CCCc1nc2nc(C)c(NS(=O)(=O)c3ccc(C)c(C)c3)c(=O)n2[nH]1
16	0	-8	-12	i	0.1	2	-1	-0.1	2	-5	COc1ccc(CCNC(=O)C(=O)NCC2OCCN2S(=O)(=O)c2ccc(F)cc2)cc1OC (stereo not drawn)
17	3	-1	-3	i	-0.3	-2	0	-0.6	-5	-3	C=CCNc1nnc(Cl)c2ccccc12
18	5	-4	-5	i	-1.7	0	-4	-0.3	0	13	Cc1ccc(NC(=O)CN2C(=O)NC(C)(C)C2=O)cc1S(=O)(=O)N1CCCCCC1
19	-2	2	-5	i	-0.9	2	-5	-2.4	2	5	CCOc1ncccc1C(=O)OCC(=O)Nc1c(C)cccc1C
20	5	2	-7	i	0.0	-3	4	-0.3	17	-2	CC(=O)Nc1ccc(NC(=O)C2c3ccccc3Oc3ccccc32)cc1
21	0	2	-6	i	-0.5	2	-4	-0.7	12	3	CCn1nc(C)c(NC(=O)/C=C/c2cnn(C)c2C)c1C
22	1	1	-9	i	-2.0	-3	-2	-1.0	2	12	CC(C)CCNc1nc2c(c(=O)[nH]c(=O)n2C)n1CC(O)COC(C)C (stereo not drawn)
23	-1	3	5	i	-0.8	-3	-5	-0.6	0	0	Cc1cc(C)n2c(SCC(=O)NCc3ccco3)nnc2n1
24	-2	2	-3	i	-0.8	-2	-4	0.0	3	17	CC(NC(=O)COc1ccccc1)C(c1ccccc1)N1CCN(C)CC1 (stereo not drawn)
25	-85	-7	-9	i	-8.8	2	0	-0.2	0	18	CCCN(CC(=O)Nc1ccccc1C)C(=O)COc1ccc2c(c1)CCC2
26	1	-3	-9	i	-1.7	-1	2	-0.9	1	21	Cc1[nH]c2ccccc2c1/C=N/Nc1nc(Nc2ccc(F)cc2)nc(N2CCOCC2)n1
27	-10	1	-6	i	-1.1	-2	-1	-0.7	3	9	COC(=O)c1sc2ccccc2c1C(=O)OC
28	2	-3	-10	i	1.5	-3	-10	-0.3	1	8	COc1cc2ncnc(Nc3ccc4c(c3)OCO4)c2cc1OC
29	-4	2	·	i	-1.8	3	1	-0.1	3	-14	CCCc1c(C(=O)N/N=C(\C)c2cccnc2)nnn1-c1nonc1N
30	28	3	6	i	-2.7	13	7	0.9	4	9	COC(=O)c1c(NC(=O)C2CC=CCC2C(=O)O)sc(C(N)=O)c1C (stereo not drawn)

Structures listed so far that contain a COOH group, in the order listed:
item	SUMO1 PPI mod	DNMT1 inh	Scp-1 inhibitor	Rpn11 inh	LMPTP inh	CSN deneddyl inh	NadD inh	Tb MetRS inh	STEP inh	PABP1 MLLE inh	compound
4	4	7	7	i	4.9	-6	6	0.0	7	-3	O=C(O)c1cc2n(n1)CCN(Cc1ccccc1Cl)C2=O
30	28	3	6	i	-2.7	13	7	0.9	4	9	COC(=O)c1c(NC(=O)C2CC=CCC2C(=O)O)sc(C(N)=O)c1C (stereo not drawn)

New compounds follow:
item	SUMO1 PPI mod	DNMT1 inh	Scp-1 inhibitor	Rpn11 inh	LMPTP inh	CSN deneddyl inh	NadD inh	Tb MetRS inh	STEP inh	PABP1 MLLE inh	compound
31	2	-1	1	i	-2.0	-9	4	-0.1	-3	5	Cc1nn(C(C)CC(=O)O)c(C)c1C (stereo not drawn)
32	4	61*	0	i	1.5	3	28	-0.2	-1	4	O=C(Nc1cccc(Cl)c1)c1nc[nH]c1C(=O)NCCCNC(=O)c1[nH]cnc1C(=O)Nc1cccc(Cl)c1
33	7	2	-14	i	-1.2	3	1	0.5	-1	7	CC[C@@H]1C=C(C(=O)O)[C@H](c2ccc(Cl)cc2)N1S(=O)(=O)c1ccc(C)cc1
34	2	2	-10	i	-3.0	-1	-9	-0.2	2	17	COc1cccc(NC(=O)c2cncs2)c1
35	-2	0	-2	i	0.1	4	-2	0.1	-1	-7	CCn1c(=O)n(CC(=O)NCC2CCCO2)c(=O)c2c3c(sc21)COC(C)(C)C3 (stereo not drawn)
36	0	-4	-4	i	3.1	-6	11	0.5	-2	-8	COc1cc(/C=N/NC(=O)c2cc(-c3ccccc3OC(C)C)nc3ccccc23)ccc1O
37	-2	1	1	i	-1.4	3	4	-0.4	-1	-4	COCCS(=O)(=O)N(Cc1ccccc1)[C@H](C(=O)OC)C(C)C
38	0	-7	-11	i	0.8	2	-12	-0.6	-3	-10	CCOC(=O)c1c(C)[nH]c(C)c1C(=O)COC(=O)CCOc1ccccc1OC
39	7	5	7	i	-0.5	1	4	-0.6	-1	11	Cn1c(NC(=O)CCc2ccccc2)cc(=O)n(C)c1=O
40	2	0	8	i	-1.7	-1	1	-0.1	-2	25	O=S(c1ccccc1)C(c1ccccc1)c1ccccc1 (stereo not drawn)
41	19	3	-2	i	-0.4	4	-3	0.0	-3	5	CC(=O)c1ccc(N(C(=O)CNC(=O)c2ccco2)C(C(=O)NC2CCCC2)c2ccncc2)cc1 (stereo not drawn)
42	-2	-4	0	i	2.2	0	-3	-1.3	3	-2	Cc1ccc(NC(=O)COc2ccc(-n3ccnc3)cc2)cc1Cl
43	0	3	-1	i	-1.6	8	-2	0.1	-1	5	COc1ccc(CC2NCCC3(O)CCCCC23)cc1 (stereo not drawn)
